Screens from PubChem.
DENV2 CPE = inhibitors of DENV2 cytopathic effect; DENV2-infected cells, cytopathic effect rescue, plate reader; 1.7% of 350,000 active; AID 651640; CPE inhibition, % at 9.99 µM; in the data active = CPE inhibition above about 20%, passing the limit was not always enough; inconclusive = no clear call, values can overlap the other calls; tested in BHK-21 cells;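 also: 0% = median of neutral control wells and 100% = median of positive control wells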
CASP6 VEID inh = inhibitors of human caspase-6; P55212; purified caspase-6, Z-VEID-R110 cleavage fluorescence; inhibition, % at 12.5 µM; 0.53% of 350,000 active; AID 686996;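 active = mean inhibition across replicates at least about 35%, with every replicate also reaching that limit, limit read from the data; inconclusive = only one of the two criteria met; inactive = neither criterion met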;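 also: 0% = median of neutral control wells and 100% = no fluorescence left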
Target sequence (P55212 24-179 limits assumed): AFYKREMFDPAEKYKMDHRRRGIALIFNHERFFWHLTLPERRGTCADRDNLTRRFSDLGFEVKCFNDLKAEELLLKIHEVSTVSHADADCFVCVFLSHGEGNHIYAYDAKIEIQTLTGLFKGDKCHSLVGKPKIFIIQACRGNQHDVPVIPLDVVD
Target sequence (P55212 194-293 limits assumed): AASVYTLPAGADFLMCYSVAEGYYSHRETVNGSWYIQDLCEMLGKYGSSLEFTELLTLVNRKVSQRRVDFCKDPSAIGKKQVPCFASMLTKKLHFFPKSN
PAX8 inh HTS = PAX8 transcriptional activity inhibition | RMG-I TPO-luciferase reporter, SteadyGlo, 24 h | inhibition, % at 12.6 µM | 1.2% of 360,000 active | AID 652154;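 active = mean replicate inhibition at least 60% with every replicate also reaching 60%; inconclusive = only one of the two criteria is met; inactive = mean below 60% and not all replicates reaching 60%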;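 also: luciferase light reporting Pax8 driven TPO promoter activity; plate controls were median of neutral control wells for no effect and mitoxantrone controls for full effect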
EWS-Fli block = EWS/Fli transcriptional activity inhibition; A673 NR0B1-luciferase reporter, viability-normalised; inhibition, % at 12.6 µM; 0.67% of 350,000 active; AID 651661;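 active = mean inhibition of at least 50% after viability correction, with every replicate also passing that limit; inconclusive = mean reaches 50% but only one of two replicates passes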;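 also: firefly luciferase signal divided by Alamar Blue viability fluorescence both relative to DMSO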
LGR2 antag = Drosophila LGR2 receptor signaling inhibition; HEK293 LGR2, CRE-luciferase, bursicon-stimulated, 4 h; inhibition, % at 9.99 µM; 0.35% of 380,000 active;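 active = drop in luminescence signal, shown as inhibition above about 50% in the replicate tests, limit read from the data, passing the limit was not always enough; inconclusive = probably only some replicates passing the limit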;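 also: agonist challenge used bursicon conditioned medium at about half maximal strength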
SIRT5 block = inhibitors of human sirtuin-5 desuccinylase; Q9NXA8; Purified SirT5, succinyl-peptide AMC, trypsin-coupled fluorescence; inhibition, % at 15 µM; 1.1% of 330,000 active; AID 652115; in the data active = inhibition above about 15%; inconclusive = no clear call, values can overlap the other calls
Target sequence (Q9NXA8 whole entry, looked up): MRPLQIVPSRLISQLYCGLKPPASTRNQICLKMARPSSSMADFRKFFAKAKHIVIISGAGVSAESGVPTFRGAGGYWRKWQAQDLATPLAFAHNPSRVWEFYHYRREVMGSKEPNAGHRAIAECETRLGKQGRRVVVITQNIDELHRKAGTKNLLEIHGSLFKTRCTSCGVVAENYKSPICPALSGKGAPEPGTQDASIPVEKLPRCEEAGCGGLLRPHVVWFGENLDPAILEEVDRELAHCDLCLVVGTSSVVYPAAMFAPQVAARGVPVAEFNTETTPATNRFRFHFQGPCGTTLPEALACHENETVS
ARNT TACC3 PPI = ARNT/TACC3 interaction disruption | AlphaScreen His-ARNT PAS-B/GST-TACC3 binding, luminescence; TACC3 fragment carries E629A point mutation | inhibition, % at 9.99 µM | 0.66% of 390,000 active | AID 623870;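 active = mean inhibition of replicates at least 50% and at least half of replicates each reaching 50%; inconclusive = half or more replicates reach 50% but mean below 50%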;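 also: 0% = complete ARNT plus TACC3 wells and 100% = ARNT alone without TACC3; many hits fall short of the cut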
The depositor's hits bear a star; ? = inconclusive; nt = not tested or not shown; & = joins results of further samples. Random draw from the library; about 4.9% have a hit in one of these screens.

SMILES	DENV2 CPE	CASP6 VEID inh	PAX8 inh HTS	EWS-Fli block	LGR2 antag	SIRT5 block	ARNT TACC3 PPI
COc1ccc(CNC(=O)C[C@H]2C[C@H](C(=O)N3CCOCC3)[C@@]3(CCC4CCCC4)c4[nH]c5cc(-c6ccco6)ccc5c4CCN3C2=O)cc1OC	-1	0	24	2	-15	nt	-2
COc1ccc(-c2cc(=O)oc3cc(OC(C)C(=O)NC(Cc4c[nH]c5ccc(O)cc45)C(=O)O)ccc23)cc1 (configuration not stated)	?	8	nt	-3	-15	nt	35
O=C(OCc1cccc(F)c1)c1ccc2c(=O)n3c(nc2c1)CCC3	-7	0	-21	-8	-23	1	-1
O=C(OCCN1CCCCC1)C1(c2ccccc2)CCCC1	nt	0	-6	1	3	0	-1
C#CCOCCOCCOCCNc1nc(N2CCOCC2)nc(N2CCN(C(=O)CCCCCCCCCCNC(=O)Cn3cc(CCCCCN)nn3)CC2)n1	10	-15	4	20	1	nt	8
CC(C)CCN(C)C1CCN(C(=O)Nc2c(F)cccc2F)CC1	?	-7	-8	-4	5	-1	3
Cc1ccc(S(=O)(=O)N2CCN(C(=O)CN3C(=O)NC4(CCCCC4)C3=O)CC2)c(C)c1	-4	-4	-14	-1	8	-1	-2
COc1ccc(NC(=O)N(C)C[C@@H]2Oc3ccc(NC(=O)CCN4CCOCC4)cc3C(=O)N([C@@H](C)CO)C[C@@H]2C)cc1	0	-2	-25	2	-25	-5	4
CC(C)C(NS(=O)(=O)c1ccc2c(c1)OCCCO2)C(=O)O (configuration not stated)	nt	-5	-7	4	3	-3	3
CCOC(=O)N1CCC(NC(=O)c2ccc3c(Cl)c4c(nc3c2)CCCC4)CC1	1	1	-6	-8	-12	-5	2
CCCC#Cc1cnc2c(c1)C(=O)N([C@H](C)CO)C[C@@H](C)[C@@H](CN(C)C(=O)Nc1cccc(F)c1)O2	4&5&8	0&-4&5	-1&-4	-12&-8&2	-25&-11	-2&-3&1	3&23
COc1ccc(-c2cc(-c3ccccc3)no2)cc1	-3	-3	-124	39	78*	-4	4
Cc1ccc(N=Cc2c(C)[nH]n(-c3ccccc3)c2=O)nc1	10	0	15	-7	7	3	15
CN(C(=O)c1ccc(NC(=O)Cc2cccc(NC(=O)C3CCCN(C(=O)CCc4ccccc4)C3)c2)cc1)C1CCCC1 (configuration not stated)	-5	0	29	13	-12	nt	10
CC(C)N(C)NC(=S)Nc1ccccc1	nt	nt	7	nt	3	nt	-8
CCc1nc2ccccc2c(C(=O)OC2CCCCC2=O)c1C (configuration not stated)	nt	-4	-11	9	-1	-5	-1
COc1cc(NC(=O)c2cc(OC)c(OC)c(OC)c2)ccc1NC(=O)c1cccs1	15	0	8	nt	-7	0	-9
O=C(CSc1nc2ccccc2[nH]1)N/N=C/c1ccco1	0	-2	5	-27	-17	0	5
COc1ccc(CNC(=O)[C@@H]2CC=C[C@@H]3CCN(C4CCCCC4)C(=O)[C@@H]32)cc1	-10	0	10	0	3	nt	-6
COc1ccc(NC(=O)N2C[C@H](O)COC[C@@H]3O[C@@H](CC(=O)N4CCN(C)CC4)CC[C@H]32)cc1	2	3	-4	-15	7	-4	1
Cc1ccc(Oc2nnc(-c3cccs3)c3ccccc23)cc1C	nt	nt	0	nt	6	nt	-5
C[C@@H]1CN([C@H](C)CO)C(=O)c2cc(NC(=O)C3CCCCC3)ccc2O[C@H]1CN(C)Cc1ccc(C(F)(F)F)cc1	7	1	nt	1	11	6	-7
CCOC(=O)c1[nH]c(C)c(C(=O)OCC(=O)N(Cc2ccccc2)C(C)C)c1C	1	2	2	0	-5	-1	0
O=C(NCCN1CCCCC1)c1cc(COc2c(F)cccc2F)on1	2	-3	2	13	-5	-2	9
COCC(=O)Nc1ccc2nc3n(c(=O)c2c1)CCCCC3	-1	0	12	-3	-1	-2	0

(further entries)
SMILES	DENV2 CPE	CASP6 VEID inh	PAX8 inh HTS	EWS-Fli block	LGR2 antag	SIRT5 block	ARNT TACC3 PPI
O=C(Nc1ccccc1)c1ccc(NCCc2ccccc2)c([N+](=O)[O-])c1	7	0	2	-13	nt	7	nt
C[C@@H]1CN([C@@H](C)CO)C(=O)c2cc(NC(=O)Cc3cn(C)c4ccccc34)ccc2O[C@@H]1CN(C)C(=O)Nc1ccc(C(F)(F)F)cc1	-3	-4	nt	-12	-15	-3	7
Cc1cccc(/C(N)=N/OC(=O)C23CC4CC(CC(C4)C2)C3)c1	-2	0	-63	-9	nt	2	-9
CCOc1ccc2nc(NC(=O)CSc3nc4cccnc4n3C)sc2c1	nt	-1	nt	nt	-31	-6	nt
COc1ccccc1N1CCN(C(=O)[C@@H]2CCCN2C2=NS(=O)(=O)c3ccccc32)CC1	13	-4	-12	2	2	nt	nt
C[C@@H]1CN([C@H](C)CO)C(=O)c2cc(NC(=O)Nc3cccc4ccccc34)ccc2O[C@@H]1CN(C)Cc1ccc(Cl)c(Cl)c1	?	-2	nt	9	-10	1	6
N#Cc1ccc(-c2ccc([C@@H]3[C@@H](CO)N4C(=O)CN(C(=O)C5CCCC5)C[C@@H]34)cc2)cc1	-4	6	9	-11	0	0	nt
C[C@@H]1CN([C@@H](C)CO)C(=O)c2cc(NC(=O)CCN3CCOCC3)ccc2O[C@H]1CN(C)CC1CCCCC1	-4	0	-4	-7	-6	-1	-5
O=C(O)/C=C/C(=O)NCCCc1ccccc1	-2	-3	-1	-2	3	-2	-7
COc1ccc(-c2cc(C(=O)Nc3sc4c(c3C#N)CCCC4)c3ccccc3n2)cc1	-13	0	35	-2	1	0	-3
C[C@H]1CN([C@@H](C)CO)C(=O)CCCn2cc(nn2)CO[C@H]1CN(C)S(=O)(=O)c1cn(C)cn1	?	-2	-23	-6	1	-1	3
Cn1c(NC(=O)c2ccccc2F)cc(=O)n(C)c1=O	3	-4	2	-5	1	1	4
O=C(Cc1ccccc1)NCc1cccnc1	nt	0	8	0	-1	2	-2
O=C(CSCc1c(Cl)cccc1Cl)NN=C1CCCC1	-5	1	-7	9	25	-2	1
COc1ccccc1-c1ccc2c(c1)O[C@H](CN(C)C)[C@H](C)CN([C@@H](C)CO)S2(=O)=O	15	1	nt	0	-16	-9	-1
COc1ccc(C(=O)CSc2n[nH]c(-c3ccncc3)n2)cc1[N+](=O)[O-]	nt	nt	-13	nt	3	nt	26
COC(=O)C1=CN(c2ccc3c(c2)OCO3)C(N)=C(C#N)C1c1cccc(F)c1 (configuration not stated)	-3	3	-5	56*	-28	2	nt
C=CC(COC(C)=O)NS(=O)(=O)c1ccc(Br)cc1 (configuration not stated)	-3	0	-4	0	nt	0	4
CCc1sc(NS(C)(=O)=O)nc1-c1ccccc1	nt	7	nt	nt	9	-2	-13
C[C@@H]1CN([C@@H](C)CO)C(=O)c2cccc(NC(=O)C3CCOCC3)c2O[C@@H]1CN(C)C(=O)Nc1ccc(C(F)(F)F)cc1	6	2	-2	-1	-2	nt	nt
CCc1cccc(NC(=S)N(CCCN2CCOCC2)C(C)c2cc3cccc(OC)c3o2)c1 (configuration not stated)	-6	-2	-3	0	14	0	-1
CCCNC(=O)C(Cc1ccc(C(F)(F)F)cc1)NC(=O)c1ccc(C#N)cc1 (configuration not stated)	0	-2	-12	-1	4	-4	-2
O=C(Nc1cccc(Cl)c1)c1cccnn1	13	-2	-3	-13	-28	-5	-1
COc1ccc(NS(=O)(=O)c2cn(C)cn2)cc1OC	0	1	-3	0	1	-5	2
Cc1cccc2cc(C#N)c(SCC(=O)NCc3cccs3)nc12	nt	2	15	8	-15	-3	-3

(cont.)
SMILES	DENV2 CPE	CASP6 VEID inh	PAX8 inh HTS	EWS-Fli block	LGR2 antag	SIRT5 block	ARNT TACC3 PPI
CN1C(=O)c2cc(NC(=O)c3ccc(F)cc3)ccc2OC[C@H]2O[C@H](CC(=O)NC3CCC3)CC[C@H]21	-5	-2	1	6	18	0	7
CCOCCCNCc1ccc(OCc2ccccc2C)c(OC)c1	0	-5	-2	8	-3	20*	-1
COc1cccc(C(=O)c2ncc(C(F)(F)F)cc2Cl)c1	5	2	3	-9	-19	nt	-8
CCN(C[C@H]1N[C@@](Cc2ccccc2)(C(=O)OC)[C@H]2C(=O)N(C)C(=O)[C@@H]12)S(=O)(=O)c1ccc(C(C)(C)C)cc1	8	1	4	5	16	-9	2
CCOC(=O)c1c(-c2ccccc2)c[nH]c1C	8	0	nt	-59	-70	-3	31
Cc1cccc(NC(=O)Cn2c(=O)oc3cc(S(=O)(=O)N4CCCC4)ccc32)n1	-13	-4	1	3	nt	-2	-2
CCN(CC)S(=O)(=O)c1cccc(C(=O)NCC2(N3CCOCC3)CCCCC2)c1	95*	-3	-5	-1	-5	0	-1
COc1cc(/C=N/NC(=O)c2cccc3ccccc23)ccc1OCC(N)=O	1	1	4	-8	-2	-2	-1
Cc1c(Nc2nc3ccccc3nc2NS(=O)(=O)c2ccccc2)c(=O)n(-c2ccccc2)n1C	-3	5	nt	6	-2	1	5
CCN1C(=O)N[C@@H](c2cccc(C(F)(F)F)c2)[C@H](C(=O)OC)[C@H]1C	-10	0	12	4	7	nt	nt
CCCCNC(=O)C1(C)CCN1C(=O)c1ccc(C)c(F)c1 (configuration not stated)	-4	1	nt	-6	7	-3	nt
CC=Cc1ccc2n(c1=O)C[C@@H]1[C@@H](CO)[C@H](C(=O)N(C)C)[C@H]2N1CC1CC1 (mixture of isomers)	-3	1	-8	-3	-3	-4	2
NC1=NC[C@H](Cc2ccccc2)N1CCc1cccc(F)c1	-14	-3	-6	7	nt	-1	-5
CN(C)CC(=O)Nc1ccc2c(c1)[C@@H]1C[C@H](CC(=O)NC3CCCCC3)O[C@@H](CO)[C@@H]1O2	0	2	-8	6	1	-3	-1
O=C([C@@H]1[C@@H](CO)[C@@H]2Cn3c(ccc(/C=C/c4ccccc4)c3=O)[C@@H]2N1CC1CC1)N1CCCCC1	-6	-1	38	6	-15	-18	-7
Cc1cc(C(=O)NN=C(Cc2ccccc2)Cc2ccccc2)c(C)o1	-9	-2	-28	-3	-2	-2	2
C[C@@H]1CN([C@@H](C)CO)C(=O)Cc2cc(NS(=O)(=O)c3cccs3)ccc2O[C@@H]1CN(C)S(=O)(=O)c1ccc(F)cc1	20	1	5	9	-3	-3	-6
C[C@H](CO)N1C[C@H](C)[C@H](CN(C)C(=O)CCCN(C)C)OCCCC[C@H](C)Oc2ccc(NS(=O)(=O)c3ccc(Cl)cc3)cc2C1=O	41*	0	-6	-3	-1	-6	-4
CCCCOc1ccc(C(NC(=O)OCC)NC(=O)OCC)cc1	nt	nt	-7	nt	14	nt	1
COc1cccc(C(=O)Nc2cc(Cl)c(O)c(Cl)c2)c1	-4	3	-26	-18	-16	-1	nt
COc1ccc(-c2ccc3c(c2)O[C@@H](CN(C)Cc2cccnc2)[C@@H](C)CN([C@H](C)CO)S3(=O)=O)cc1	-7	-5	nt	12	-4	3	1
CC(C)(C)n1nc(C2CC2)cc1NC(=O)Nc1ccc(Cl)cc1	-4	-10	15	-1	-13	-2	-8
O=C(NCc1ccccc1Cl)c1ccncc1	5	-4	31	8	13	-2	-2
Nc1ccc(S(=O)(=O)c2ccccc2)nc1	4	-3	11	-17	-1	-2	0
O=C(O)C[C@@H](O)C(=O)O	?	-4	-1	-6	9	4	-5

Further entries:
SMILES	DENV2 CPE	CASP6 VEID inh	PAX8 inh HTS	EWS-Fli block	LGR2 antag	SIRT5 block	ARNT TACC3 PPI
O=C(C1CCCC1)N1CC2(C1)[C@H](c1ccccc1)[C@@H](CO)N2C(=O)c1cccnc1	-6	1	nt	3	10	1	nt
CCCCOc1ccccc1-c1ccccc1CN1[C@@H](C(C)C)COCCS1(=O)=O	6	5	25	11	23	nt	-2
CN(C)c1ccc(/C=C/C#N)cc1	-5	1	-2	0	2	-3	0
COc1ccccc1OCCCC(=O)Nc1nccs1	-1	-4	-44	-28	-47	-2	-3
COc1ccccc1CN1CC(C(=O)NCc2cnn(C)c2)CCC1=O (configuration not stated)	7	-2	9	-4	23	-2	-1
COc1cccc(-c2csc(N3CCN(C(=O)Nc4ccccc4Cl)CC3)n2)c1	8	-5	9	-22	-19	-4	3
Cc1ccccc1Cn1c(CN2CCN(C(=O)c3ccco3)CC2)nc2c1c(=O)n(C)c(=O)n2C	6	-1	9	5	-3	-2	5
